SMN2 splice up = qHTS Assay for Enhancers of SMN2 Splice Variant Expression | hit rate 2.8% among 210,000 | HEK293 SMN2-luciferase splicing reporter, luminescence, 30-36 h | Potency, µM (highest dose often 46.1 µM), inactives show at the top dose activity change, positive = activation, usual class: activators; note: % of control where 0% means no effect; nearly all actives have a fitted effect of over 55% in size
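HEK293 cells carry an SMN2 minigene-luciferase reporter in which exon 7 inclusion puts luciferase in frame. Cells were seeded at 2000 cells/well, attached for 10-12 hours, then exposed to compounds for 30-36 hours at 37C before ONE-Glo luminescence.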
IMPase Li inh = qHTS Assay for Identifying the Cell-Membrane Permeable IMPase Inhibitors: Potentiation with Lithium; CHO-M1 cells, IP1 TR-FRET (IP-One), carbachol + lithium; Potency, µM (doses to about 59.4 µM), inactives show at the top dose activity, negative = IMPase inhibition, hits mostly inhibitors; hit rate 0.35% among 210,000;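 note: IP1 builds up when IMPase is blocked and the TR-FRET signal falls; plate controls were basal vehicle for no effect and high inhibitor control for full effect; nearly all actives have a fitted effect of over 50% in size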
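CHO cells stably expressing M1 receptor (2000/well, cultured 16–30 h) treated 30 min at 37C with compound plus low lithium. Cytosolic IP1 by TR-FRET (665/620 ratio and 620 channel) after 10 min lysis; AC50 by Hill fit.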
RECQ1 inh = qHTS Assay for Inhibitors of RecQ-Like Dna Helicase 1 (RECQ1). RECQ1 DNA unwinding, red fluorescence kinetic read. Potency, µM (top dose mostly 57.3 µM), inactives show top-dose activity, negative = inhibition, usual class: inhibitors. hit rate 0.54% among 240,000;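 note: plate controls were vehicle for no effect and no enzyme for full effect; nearly all actives have a fitted effect of over 30% in size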
Target sequence (P46063 whole entry, looked up): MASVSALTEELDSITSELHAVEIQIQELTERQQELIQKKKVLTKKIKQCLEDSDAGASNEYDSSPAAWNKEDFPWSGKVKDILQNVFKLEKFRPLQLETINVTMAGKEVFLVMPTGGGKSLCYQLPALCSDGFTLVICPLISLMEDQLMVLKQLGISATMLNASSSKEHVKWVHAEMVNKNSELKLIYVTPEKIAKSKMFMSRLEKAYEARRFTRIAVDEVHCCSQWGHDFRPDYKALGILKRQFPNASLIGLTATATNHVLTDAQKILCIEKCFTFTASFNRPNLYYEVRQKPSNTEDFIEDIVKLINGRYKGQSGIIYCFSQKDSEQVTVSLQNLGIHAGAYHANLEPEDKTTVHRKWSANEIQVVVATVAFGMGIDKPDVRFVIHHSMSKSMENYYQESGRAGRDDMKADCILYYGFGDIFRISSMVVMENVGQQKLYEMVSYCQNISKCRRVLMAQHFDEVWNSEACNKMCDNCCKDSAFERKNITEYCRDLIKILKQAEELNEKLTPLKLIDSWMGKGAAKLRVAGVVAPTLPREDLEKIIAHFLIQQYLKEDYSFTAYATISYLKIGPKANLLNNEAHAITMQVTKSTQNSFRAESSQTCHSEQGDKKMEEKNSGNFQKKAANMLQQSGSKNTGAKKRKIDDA
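RECQ1T1 50 nM; forked duplex (20 bp + 30-nt ss tails) 200 nM, ATP 2 mM final; pH 8.0, 2 mM MgCl2, 2.5 ug/ml poly(dI-dC); 15 min compound preincubation; discontinuous kinetic read over 2 h at RT.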
KinaseGlo FLuc = Counterscreen for Luciferase (Kinase-Glo TM) Inhibition | Luciferin 4-monooxygenase (Photuris pensylvanica), Q27757 | Kinase-Glo luciferase, ATP luminescence, 8 min | Potency, µM (top dose mostly 38.3 µM), inactives show at the highest dose activity change, negative = inhibition, most hits filed as inhibitors | hit rate 0.28% among 200,000; note: % is set by controls: 0 for no effect and ±100 for the full control effect; nearly all actives have a fitted effect of over 60% in size
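Luminescence was the read-out, taken after 8-minute incubation at ambient temperature. Luciferase turned over luciferin with 10 uM ATP in imidazole pH 7.2 buffer containing KCl, MgCl2, Tween 20 and BSA.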
NPSR antagonist = qHTS Assay for Antagonists of the Neuropeptide S Receptor: cAMP Signal Transduction. Q6W5P4. CHO-NPSR cells, cAMP TR-FRET, antagonist mode. Potency, µM (highest dose often 38.3 µM), for the others: at the highest dose activity change, negative = inhibition, actives largely listed as inhibitors. hit rate 1% among 220,000. AID 1461, 2008; note: % is set by controls: 0 for no effect and ±100 for the full control effect; nearly all actives have a fitted effect of over 50% in size; many of its hits are not listed in these tables
Epigenetic derep = Quantitative High-Throughput Screen for Regulators of Epigenetic Control | hit rate 0.2% among 280,000 | murine LDR cells, GFP reporter derepression, 30 h | Potency, µM (highest dose often 53.9 µM), without a hit: at the top dose GFP activation, most hits filed as activators | AID 1865, 2009; note: % of control where 0% means no effect; nearly all actives have a fitted effect of over 60% in size
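Derepression of a silenced CMV-GFP reporter in murine LDR cells is scored by enumerating GFP-positive cells with a laser-scanning microplate cytometer after 30 hours of treatment at 37 C.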
KDM4E inh = qHTS Assay for Inhibitors of Human Jumonji Domain Containing 2E (JMJD2E) | Lysine-specific demethylase 4E (Homo sapiens), B2RXH2 | JMJD2E catalytic domain, FDH-coupled NADH fluorescence (FDH is formaldehyde dehydrogenase) | Potency, µM (highest dose often 57.1 µM), inactives show at the highest dose activity change, negative = inhibition, hits mostly inhibitors | hit rate 1.6% among 230,000 | AID 2147, 2009; active = well fitted inhibition curve with a large enough effect, not every such curve was filed as active; inconclusive = small, poorly fitted or top-dose-only effect, or another doubt; inactive = no such curve, though single readings can be large or run the other way;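 note: 0% = wells with enzyme and -100% = buffer wells without enzyme; nearly all actives have a fitted effect of over 50% in size; many of its hits are not listed in these tables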
RGS12 GoLoco inh = qHTS Assay for Inhibitors of RGS12 GoLoco Motif Activity (Red Fluorophore) | Gai1:RGS12 GoLoco peptide FP, rhodamine, 10 min | Potency, µM (top dose mostly 61.6 µM), for the others: top-dose activity, negative = inhibition, usual class: inhibitors | hit rate 0.44% among 230,000 | AID 880, 2007; active = well fitted inhibition curve with a large enough effect, not every such curve was filed as active; inactive = no such curve, though single readings can be large or run the other way; note: % is set by controls: 0 for no effect and ±100 for the full control effect; nearly all actives have a fitted effect of over 30% in size; many of its hits are not listed in these tables
Target sequence (P63096 whole entry, looked up): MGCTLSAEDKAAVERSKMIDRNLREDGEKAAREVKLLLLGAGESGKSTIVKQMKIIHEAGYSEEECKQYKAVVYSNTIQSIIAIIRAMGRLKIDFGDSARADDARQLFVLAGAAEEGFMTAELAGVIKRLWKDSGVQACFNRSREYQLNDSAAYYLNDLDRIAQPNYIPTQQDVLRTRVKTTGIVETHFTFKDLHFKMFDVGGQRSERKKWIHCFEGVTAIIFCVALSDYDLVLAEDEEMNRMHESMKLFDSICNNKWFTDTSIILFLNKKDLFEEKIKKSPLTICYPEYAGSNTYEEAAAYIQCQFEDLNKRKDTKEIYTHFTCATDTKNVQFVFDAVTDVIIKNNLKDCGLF
Starred values were filed as active, the others as inactive; i = inactive; ? = inconclusive; . = no result given; & = joins results of further samples; ! = a repeat was not active; [ ] = another dose, or the depositor's remark. Unless noted, calls come from the whole dose curve; as a rule, active = well fitted curve in the direction sought with a large enough effect; inconclusive = small, poorly fitted or top-dose-only effect, or another doubt; inactive = no such curve, though single readings can be large; an effect the other way counts as inactive or inconclusive. Potency is the fitted concentration of half-maximal effect.

mol	NPSR antagonist	IMPase Li inh	Epigenetic derep	RGS12 GoLoco inh	RECQ1 inh	SMN2 splice up	KinaseGlo FLuc	KDM4E inh
O=C1OC(c2ccc(Cl)cc2)=N/C1=C\c1cccnc1	-7.3%[46.1 µM]	3.4%[38.3 µM]	-1.5%	12.0%	4.6%	12.1%	-4.8%	-0.4%
CC(C)(SC(=S)N1CCCCCC1)C(=O)O	16.9%	-6.3%	3.9%	-17.0%	-16.4%	.	4.1%	-1.3%
Cc1c(/C=N/NC(=O)C(NC(=O)c2ccc3c(c2)OCO3)C(C)C)c2ccccc2n1C (stereo unspecified)	-0.1%	5.2%	-1.0%	7.4%	-8.0%	4.5%	2.8%	-8.9%
CCCCC1CCC(C(=O)NCc2ccc3c(c2)OCO3)CC1 (stereo unspecified)	-4.6%[46.1 µM]	-24.3%[38.3 µM]	-1.5%	3.2%	1.1%	11.9%	14.5%	4.6%
O=C(CSc1nc2ccccc2o1)NCc1ccco1	1.3%[46.1 µM]	6.0%[38.3 µM]	-2.0%	0.5%	13.1%	-1.4%	16.0%	-4.3%
O=C(Oc1ccccc1)n1c(=S)oc2ccccc21	8.7%	4.8%	-1.0%	-13.3%	6.9%	29.7%	0.7%	-17.4%
COC(C(=O)Nc1c(F)cccc1F)c1ccccc1 (stereo unspecified)	12.7%	2.7%	-0.3%	4.9%	i	-4.4%	-2.0%	2.6%
Cc1cccc(C(=O)NCCN2CCN(c3ccccc3)CC2)c1	-9.2%[46.1 µM]	-2.3%[38.3 µM]	-1.2%	-1.5%	-1.6%	-11.9%	-4.1%	-2.1%
Clc1cccc(/C=N\Nc2nccs2)c1	15.6%[46.1 µM]	2.9%[38.3 µM]	-0.2%	11.8%	-15.1%	24.6%	0.2%	-2.5%
COC(=O)CCSCc1cn2cc(Cl)ccc2n1	-2.0%[46.1 µM]	-2.3%	0.0%	0.2%	-1.2%	16.4%	-2.4%	-9.3%
Cc1noc(C)c1COc1ncnc2ccccc12	9.3%	-3.7%	1.7%	2.9%	-3.3%	10.4%	9.3%	2.6%
O=C(C1COc2ccccc2O1)N1CCN(c2ccccc2)CC1 (stereo unspecified)	-17.0%[46.1 µM]	1.9%[38.3 µM]	-3.9%	2.4%	i	-4.7%	11.4%	-1.0%
COc1ccc(C(=O)Nc2cccc(-c3nc4ncccc4o3)c2C)cc1OC	?	19.7%[38.3 µM]	0.9%	-2.3%	-11.8%	-26.1%	-1.8%	4.8%
COC(=O)c1ccc(C(/C=C/[C@@H](C)C(=O)NCCc2c[nH]c3ccccc23)NC(=O)OCc2ccccc2)cc1 (stereo partly specified)	.	12.1%	-3.5%	4.9%	i	0.5%	-0.9%	-1.9%
CCN1C(=O)C(CC(=O)Nc2cc(C)ccc2C)SC1=Nc1ccc(S(N)(=O)=O)cc1 (stereo unspecified)	-17.2%[46.1 µM]	8.9%[38.3 µM]	-0.4%	1.9%	i	-6.3%	-2.4%	-2.9%

Additional entries:
mol	NPSR antagonist	IMPase Li inh	Epigenetic derep	RGS12 GoLoco inh	RECQ1 inh	SMN2 splice up	KinaseGlo FLuc	KDM4E inh
COc1oc(-c2ccccc2C)nc1C(F)(F)F	13.8%[46.1 µM]	-16.4%[38.3 µM]	-1.8%	0.5%	-3.7%	-10.8%	-0.3%	9.3%
COC(=O)c1ccc(C(NC(=O)OCc2ccccc2)/C(F)=C/[C@@H](C)C(=O)NCCN2CCOCC2)cc1 (stereo partly specified)	.	-11.4%	1.4%	-14.2%	-9.2%	-7.1%	-4.1%	-0.3%
COC(=O)CNC(=O)c1c(-c2c(Cl)cccc2Cl)noc1C	-5.2%[46.1 µM]	-2.9%[38.3 µM]	-2.6%	-3.0%	-2.8%	-6.3%	-0.7%	10.0%
NC(=O)c1oc2ccccc2c1NC(=O)C1CCCCC1	5.6%[46.1 µM]	4.7%[38.3 µM]	2.2%	-18.0%	-0.9%	-12.8%	-0.3%	?
Cc1ccc(NC(=O)CSc2ncn[nH]2)cc1	4.3%	-2.8%	-0.9%	-0.1%	-19.5%	-15.3%	1.0%	-4.1%
N#C[C@H](C(=O)O)C(c1c(Cl)cccc1Cl)[C@H](C#N)C(=O)O	.	-10.3%	.	4.8%[14.2 µM]	.	-6.7%[9.22 µM]	-0.3%[7.66 µM]	.
O=C(CCn1c2c(c3ccccc31)CCCC2)NNC(=O)c1ccccc1[N+](=O)[O-]	1.4%	7.5%	-1.0%	7.5%	i	1.2%	-1.8%	2.7%
N#Cc1ccc(-c2cccs2)nc1SCc1cccnc1	-10.3%	.	7.5%	15.4%	-0.4%	.	.	?
CC1SCC(=O)N(CC(=O)Nc2ccc3c(c2)OCCO3)C1=O (stereo unspecified)	6.0%	7.3%	-1.5%	0.5%	i	-3.3%	1.6%	-5.0%
COCCCNc1nc(-c2ccncc2)nc2ccccc12	-8.3%[46.1 µM]	-28.2%[38.3 µM]	-1.1%	-1.4%	0.4%	15.0%	-4.3%	-6.6%
COc1cc(C(=O)O/N=C2\C=CC(=O)C=C2C)cc(OC)c1OC	15.6%	3.8%	?	-5.7%	-4.1%	-5.9%	1.7%	-1.8%
CCc1cccc(CC)c1NC(=O)c1cccc(N)c1	-10.3%[46.1 µM]	28.2%[38.3 µM]	0.6%	3.1%	-2.4%	3.5%	-3.4%	?
CC(C)(C)c1ccc(NC(=O)NC2CCCc3ccccc32)cc1 (stereo unspecified)	44.4%	.	2.2%	9.8%	i	.	.	-0.4%
CN(CCO)c1c2c(nc3cc(-c4cccc(F)c4)nn13)CCCC2	?	-15.8%[38.3 µM]	-0.7%	7.2%	-8.2%	23.3%	3.1%	3.5%
CCn1c(=O)c(C(=O)CN2CCN(Cc3ccc4c(c3)OCO4)CC2)c(N)n(Cc2ccccc2)c1=O	-2.3%	5.5%	-1.5%	10.7%	i	-8.5%	0.5%	3.0%

Remaining list, next part:
mol	NPSR antagonist	IMPase Li inh	Epigenetic derep	RGS12 GoLoco inh	RECQ1 inh	SMN2 splice up	KinaseGlo FLuc	KDM4E inh
O=C(CSc1ccc(-c2ccco2)nn1)N1CCCCC1	-0.2%	7.7%	4.7%	2.4%	-19.8%	23.9%	-9.3%	?
CC1CCCN(c2ccc(C(=O)NCc3ccc4c(c3)OCO4)cc2[N+](=O)[O-])C1 (stereo unspecified)	-28.5%[46.1 µM]	7.7%	0.0%	-26.5%	0.3%	-11.2%	-0.8%	-7.6%
CCOc1ccc(NC(=O)C2CCN(C(=O)NC3CCCCC3)CC2)cc1	9.7%[46.1 µM]	-0.7%	2.4%	3.4%	-2.3%	1.5%	2.3%	8.8%
OC1CN=C2C=CC=CN2C1 (stereo unspecified)	-26.0%[46.1 µM]	2.3%[38.3 µM]	6.1%	4.0%	-3.0%	-6.1%	-5.8%	?
CN(Cc1cn[nH]c1-c1ccc(-c2ccccc2)cc1)CC1CCOCC1	6.9%	.	0.0%	-4.9%	i	.	.	4.0%
Fc1cccc(Cl)c1/C=N/Nc1c(Cl)cncc1Cl	-5.8%	-6.2%	0.0%	-0.1%	-2.3%	-23.5%	-3.3%	-0.6%
O=C(CSc1nc2ccccc2s1)N/N=C/c1ccc(C(=O)O)cc1	10.5%	6.4%	1.2%	13.2%	-11.2%	11.7%	2.4%	4.8%
CC1=C(C(=O)NC2CCCCC2C)C2(CCC(C)CC2)OC1=O (stereo unspecified)	-11.0%[46.1 µM]	18.0%[38.3 µM]	-0.8%	5.3%	-1.8%	-0.7%	-1.1%	-2.7%
COc1ccc(NC(=O)N2CC3(CCN(C(=O)c4cnccn4)CC3)C2)cc1	.	-3.8%	.	12.2%	i	-0.6%	-1.8%	.
CCOc1ccccc1CNCCOC	12.0%	-5.1%	-0.1%	0.3%	i	6.4%	-0.4%	12.4%
O=C(Nc1nnc(SCc2ccccc2)s1)c1cccc([N+](=O)[O-])c1	3.5%	8.4%	-1.0%	16.2%	i	-26.7%	-0.9%	2.2%
CCOC(=O)C(NC(=O)CC)(Nc1ccccc1)C(F)(F)F (stereo unspecified)	15.2%	-7.5%	0.0%	4.1%	-4.3%	-13.7%	-1.8%	5.0%
Nc1ccn([C@@H]2O[C@H](CO)[C@@H](O)[C@@H]2O)c(=O)n1	?	3.2%&6.3%	0.2%&-1.2%	-5.4%&-8.9%	-2.2%&-9.7%	-82.6%&-45.6%[inhibitor]	1.7%&-2.1%	0.891µM*!
CCCCOCCCNC(=O)CN1C(=O)c2ccccc2C1=O	-9.4%[46.1 µM]	-16.2%[38.3 µM]	0.0%	-4.0%	i	2.9%	1.1%	4.5%
CC(C)OC(=O)Cn1cc(C#N)c2ccccc21	-17.3%	2.9%	1.6%	9.4%	i	.	0.3%	-17.2%
CCc1nnc(NC(=O)CSc2nnc(-c3ccc(S(=O)(=O)N(CC)CC)cc3)n2CC)s1	-8.7%[46.1 µM]	21.9%[38.3 µM]	-0.8%	-1.5%	3.3%	4.1%	-0.4%	4.0%
O=c1cc(N2CCN(Cc3ccccc3)CC2)[nH]c(=O)n1Cc1ccc(F)cc1	4.4%[46.1 µM]	-0.6%[38.3 µM]	-1.0%	2.0%	-1.6%	-16.0%	2.1%	8.9%
FC(F)(F)c1nc2ccccc2nc1N/N=C/c1c(Cl)cccc1Cl	?	38.0%[activator][38.3 µM]	8.3%	-3.6%	10.2%	-8.2%	-1.9%	?

Sorted by the number under KDM4E inh (largest number first): 3 from the list above.
SMILES	NPSR antagonist	IMPase Li inh	Epigenetic derep	RGS12 GoLoco inh	RECQ1 inh	KDM4E inh
O=C(CSc1nc2ccccc2s1)N/N=C/c1ccc(C(=O)O)cc1	10.5%	6.4%	1.2%	13.2%	-11.2%	4.8%
O=C(Nc1nnc(SCc2ccccc2)s1)c1cccc([N+](=O)[O-])c1	3.5%	8.4%	-1.0%	16.2%	i	2.2%
CC1CCCN(c2ccc(C(=O)NCc3ccc4c(c3)OCO4)cc2[N+](=O)[O-])C1 (stereo unspecified)	-28.5%[46.1 µM]	7.7%	0.0%	-26.5%	0.3%	-7.6%

Screening results: PubChem BioAssay, National Center for Advancing Translational Sciences (NCATS)

This is a subset; rates above refer to the full screens.
